# KCNH2 3.1 inh = KCNH2 3.1 (human) potassium channel inhibition; U2OS KCNH2 3.1, thallium flux FluxOr; stronger effect = lower value; activity change, % (tested at about 1.8 µM); 0.95% of 340,000 active;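 active = maximum activity change below -70%; inconclusive = maximum activity change from -70% to -50%; inactive = maximum activity change above -50%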;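 note: thallium influx rate constant from kinetic fluorescence after stimulation buffer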
#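 U2OS cells transduced with KCNH2 3.1 mutant virus (1.77 x 10^8 /mL, 4 h), plated overnight at 37 C, loaded 45 min with FluxOr dye plus Red40 quencher. Thallium flux rate constant from kinetic reads after stimulation buffer, normalised to controls.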
# ELG1 repair inh = inhibitors of ELG1-dependent DNA repair in HEK293T cells; Potency, µM (highest dose often 46.1 µM), for inactives: at the highest dose activity change, negative = inhibition, actives largely listed as inhibitors; 2.3% of 330,000 active; HEK293T ELG1-luciferase reporter, luminescence, 16 h; DNA damage induced by 5-fluorouridine; active = well fitted inhibition curve with a large enough effect; inconclusive = small, poorly fitted or top-dose-only effect, or effect the other way; note: potency is the fitted concentration of half-maximal effect; nearly all actives have a fitted effect of over 55% in size
#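 Reporter activity after DNA damage by 5-fluorouridine is monitored. Compound-treated cells incubate 16 hr at 37 °C, then ONE-Glo is added for 30 min before luminescence reading.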
# * hit, by the source's call; ? = inconclusive; & = joins results of further samples. % is set by controls: 0 for no effect and ±100 for the full control effect. These rows are one share of the data, so the mix of outcomes need not match the whole.
# Second line of a record – KCNH2 3.1 inh	ELG1 repair inh
(1) Cn1c(N)c(C(=O)COC(=O)c2ccc(F)cc2Cl)c(=O)n(C)c1=O
    -7	4%
(2) O=C(C[C@@H]1C/C=C\C[C@@H](Cc2ccc(F)cc2)C(=O)OC[C@H]2CCCN2C1=O)NCCO
    12	?
(3) O=C(C[C@@H]1C/C=C/CC[C@H](Cc2ccc(F)cc2)C(=O)OC[C@@H](Cc2ccccc2)NC1=O)N[C@H](CO)Cc1ccccc1
    8	-23%
(4) COc1ccc(-c2c(C#Cc3ccsc3)c3cc(-c4ccc5cc[nH]c5c4)ccc3n2C)cc1
    -12	?
(5) Cc1ccc(S(=O)(=O)/N=C(/Nc2c(C)cccc2C)c2ccccc2)cc1
    1	-2%
(6) C[C@H](CO)N1C[C@H](C)[C@@H](CN(C)C(=O)Nc2ccc3c(c2)OCO3)Oc2ccc(NC(=O)Nc3ccc4c(c3)OCO4)cc2C1=O
    23	9%
(7) O=C(Cn1cnc2c(OCc3ccccc3)ncnc21)NCCCc1ccccc1
    -13	3%
(8) CCN(c1ccccc1)S(=O)(=O)c1ccc(C(=O)Nc2c(C)n(C)n(-c3ccccc3)c2=O)cc1
    -10	-5%
(9) O=C(OCC(=O)c1ccccc1Cl)C1=NN(c2ccccc2)C(=O)CC1
    1	?
(10) COc1ccc(NC(=O)CN2CCN(C(C)=O)CC2)cc1S(=O)(=O)N1CCOCC1
    6	4%
(11) Cc1csc(=O)n1CCC(=O)OC(C)C(=O)NCc1ccccc1 (configuration not stated)
    7	14%
(12) COc1ccc(-c2sc3ccccc3c2-c2ccc(OCCN3CCCCC3)cc2)cc1
    ?	4%
(13) c1ccc2c(C[C@@H]3CNCCN3CCC34CC5CC(CC(C5)C3)C4)cccc2c1
    4	14%
(14) Cn1cccc1C(=O)OCc1nc2ccccc2c(=O)[nH]1
    1	?
(15) O=C(Nc1cc(S(=O)(=O)N2CCOCC2)ccc1Cl)c1ccncc1
    -7	1%
(16) CC[C@@H](C)[C@@H]1CN([C@@H](C)CN2CCC[C@H]2CN2C(N)=NC[C@@H]2Cc2ccccc2)C(=N)N1CCCC1CCCC1
    5	7%
(17) Cc1onc(-c2c(F)cccc2Cl)c1C(=O)Nc1cccc(S(=O)(=O)N2CCOCC2)c1
    -8	?
(18) CCN(C[C@H]1N[C@@](CC)(C(=O)OC)[C@H]2C(=O)N(C)C(=O)[C@@H]12)S(=O)(=O)c1ccc(C(F)(F)F)cc1
    -10	0%
(19) C=CCC[C@H](Cc1ccc(F)cc1)C(=O)OC[C@@H](NC(=O)[C@H](CC=C)CC(=O)NCCO)c1ccccc1
    -3	-6%
(20) Nc1ccccc1C(=O)N1O[C@@H]2C=C[C@H]1C2
    -3	13%

# Reformatted with each value named: entries from further up.
12: COc1ccc(-c2sc3ccccc3c2-c2ccc(OCCN3CCCCC3)cc2)cc1
  KCNH2 3.1 inh: ?
  ELG1 repair inh: 4%
13: c1ccc2c(C[C@@H]3CNCCN3CCC34CC5CC(CC(C5)C3)C4)cccc2c1
  KCNH2 3.1 inh: 4
  ELG1 repair inh: 14%
14: Cn1cccc1C(=O)OCc1nc2ccccc2c(=O)[nH]1
  KCNH2 3.1 inh: 1
  ELG1 repair inh: ?
15: O=C(Nc1cc(S(=O)(=O)N2CCOCC2)ccc1Cl)c1ccncc1
  KCNH2 3.1 inh: -7
  ELG1 repair inh: 1%

# (cont.)
# Second line of a record – KCNH2 3.1 inh	ELG1 repair inh
(21) COc1cc(/C=C/C(=O)OCC(=O)c2ccc(OC(F)F)cc2)ccc1O
    -27	18µM*
(22) CNC(=O)c1ccc(-c2cc3onc(-c4ccccc4)c3c(=O)n2C)cc1
    -7	?
(23) O=C(N[C@@H]1C/C=C\C[C@@H](CC(=O)N(CCO)Cc2ccccc2)C(=O)NC[C@H](c2ccccc2)OC1=O)OCC1c2ccccc2-c2ccccc21
    -18	15µM*
(24) Nc1cc(=O)[nH]c(SCC(=O)Nc2cccc(S(=O)(=O)N3CCCCC3)c2)n1
    -13	-4%
(25) COc1ccc(OCc2cc(=O)c3ccc4c(c3o2)C=CC(C)(C)O4)cc1OC
    -16	?
(26) CC(C)(C)c1ccc(C(=O)OCc2c(-c3ccccc3)ncc3ccccc23)cc1
    -11	-15%
(27) COc1ccc(S(=O)(=O)N(C)C[C@H]2Oc3ccc(NS(=O)(=O)c4ccccc4)cc3CC(=O)N([C@H](C)CO)C[C@@H]2C)cc1
    -6	?
(28) CC(C)(C)OC(=O)C[C@@H]1C/C=C\C[C@@H](CC(=O)N(CCO)Cc2ccccc2)C(=O)NC[C@H](c2ccccc2)OC1=O
    -4	1.5µM*
(29) COC1=CC(=O)c2ccccc2C1=O
    -3	18µM*
(30) COc1ccc(OC)c(CN2CCN(C(=O)CNC(=O)c3ccccc3F)CC2)c1
    6	18%
(31) CCCSc1ccc([C@H]2N[C@@](C)(C(=O)OC)[C@H]3C(=O)N(CC)C(=O)[C@@H]23)cc1
    7	0%
(32) COc1cc(-c2noc(C)c2C(=O)NCc2ccc(C)o2)cc(OC)c1OC
    -15	-21%
(33) COC(=O)Cn1cnc(C(=O)Nc2ccc(C)c(C)c2)n1
    -73*	?
(34) CSc1ncccc1C(=O)NCc1nnc2ccccn12
    -6	?
(35) CS(=O)(=O)c1ccc(Cl)c(NC(=O)CN2CCN(C(=O)c3cccs3)CC2)c1
    -20	8%
(36) C[C@H](CO)N1C[C@H](C)[C@@H](CN(C)S(=O)(=O)c2ccccc2)Oc2ccc(NC(=O)Nc3ccccc3)cc2C1=O
    1	21µM*
(37) CC1(C2CC2)NC(=O)N(CC(=O)N2CCN(c3cccc(C(F)(F)F)c3)CC2)C1=O (configuration not stated)
    -6	?
(38) CCCn1c(SCC(=O)Nc2cc(C)on2)n[nH]c1=O
    13	2%
(39) COc1cc(OC)cc(-c2c(C#Cc3ccsc3)c3cc(-c4ccc(OC)c(F)c4)ccc3n2C)c1
    -23	27%
(40) COC(=O)c1ccc(N2CC3CNC(=O)C2(C(=O)OC)N3C)cc1 (configuration not stated)
    4&0	?
(41) C=CC[C@@H](Cc1ccc(F)cc1)C(=O)OC[C@@H]1CCCN1C(=O)[C@@H](CC=C)CC(=O)N[C@H](CO)Cc1ccccc1
    -10	21µM*
(42) Cc1ccc(S(=O)(=O)NCC(=O)OCC(=O)Nc2ccc(C)c(S(=O)(=O)N3CCOCC3)c2)cc1
    4	?
(43) COc1ccc(-c2noc(CCC(=O)N3CCN(c4ccc(F)cc4)CC3)n2)cc1
    -9	20%
(44) COCCCNC(=O)C[C@H]1C[C@H](C(=O)N2CCCCC2)[C@@]2(C)c3[nH]c4ccc(Cl)cc4c3CCN2C1=O
    -4	?
(45) C[C@@]12C(=O)Nc3ccc(Cl)cc3C(=O)N1[C@H]1c3cc(Br)ccc3OC[C@@H]1[C@@H]2c1ccccc1
    -9	6%
(46) O=C(COc1ccc2c(c1)OCO2)NCc1cccs1
    3	?
(47) O=C(CN1C(=O)NC(c2ccccc2)(c2ccccc2)C1=O)NCc1ccc(F)cc1
    -15	?
(48) C[C@H](CO)N1C[C@H](C)[C@@H](CN(C)C(=O)Nc2ccc3c(c2)OCO3)Oc2c(NC(=O)C3CC3)cccc2C1=O
    -1	0%
(49) O=C(CSc1nc2nn(-c3ccccc3)c(=O)c-2c2n1CCCCC2)Nc1ccc(OC(F)F)cc1
    -45	13µM*
(50) CCCCN(C(=O)c1cccc(-c2ccc(OC(C)=O)cc2)c1)c1c(N)n(CCC)c(=O)[nH]c1=O
    3	21%
(51) O=C(COC(=O)c1ccc(Cl)nc1)NCCc1ccc(Cl)cc1
    6	13%
(52) CCCCCCCCNc1ccccc1S(=O)(=O)NCc1ccccc1
    19	-9%
(53) Cc1ccccc1NC(=O)CSC(=O)c1ccccc1
    -1	-2%
(54) CC(=O)Nc1ccc(NC(=O)COC(=O)c2ccc([N+](=O)[O-])o2)cc1
    2	29%
(55) CC(=O)c1c(C)[nH]c(C(=O)NNC(=O)c2ccc(Br)cc2)c1C
    -3	12%
(56) O=C(COC(=O)C1COc2ccccc2O1)Nc1ccccc1OC(F)F (configuration not stated)
    4	23%
(57) COC(=O)[C@]1(C)N[C@H](CN(C)C(=O)c2ccc(F)cc2)[C@@H]2C(=O)N(Cc3ccccc3)C(=O)[C@@H]21
    -21	8%
(58) COC(=O)[C@H](CC(C)C)N(Cc1ccccc1)S(=O)(=O)N(Cc1ccc(OC)cc1)[C@@H](CC(C)C)C(=O)OC
    14	-6%
(59) O=C(CN1C(=O)C2CC=CCC2C1=O)N1CCN(S(=O)(=O)c2ccccc2)CC1 (configuration not stated)
    -2	0%
(60) Cc1noc(C)c1C(=O)OC(C)C(=O)Nc1ccc2c(c1)OCO2 (configuration not stated)
    7	0%

# The final 2 entries of the section before come first, to join the parts.
# Second line of a record – KCNH2 3.1 inh	ELG1 repair inh
(59) O=C(CN1C(=O)C2CC=CCC2C1=O)N1CCN(S(=O)(=O)c2ccccc2)CC1 (configuration not stated)
    -2	0%
(60) Cc1noc(C)c1C(=O)OC(C)C(=O)Nc1ccc2c(c1)OCO2 (configuration not stated)
    7	0%
(61) COc1ccccc1NC(=O)COC(=O)C12CC3CC(CC(Br)(C3)C1)C2
    -34	-1%
(62) O=S(=O)(c1ccc2nnn(O)c2c1)N1CCOCC1
    8	?
(63) COc1ccccc1C(=O)NCCC(=O)NC1CCCCCC1
    13	?
(64) COc1ccc(C(=O)COC(=O)c2sccc2C)cc1OC
    -16	?
(65) CC(C)C(NC(=O)c1ccc(Cl)cc1Cl)C(=O)N1CCN(S(=O)(=O)c2ccccc2)CC1 (configuration not stated)
    22	?
(66) CC(C)C(=O)Nc1ccc(N2CCOCC2)c(S(=O)(=O)Nc2ccccc2Cl)c1
    -6	?
(67) O=C(COC(=O)c1ccccc1Cl)NCc1ccco1
    17	?
(68) O=C(CC1C[C@H](C(=O)N2CCCCC2)[C@@]2(CCc3ccccc3)c3[nH]c4ccccc4c3CCN2C1=O)NCc1ccco1 (some centres not stated)
    -19	?
(69) O=C(O)c1ccccc1C(=O)N1CCN(S(=O)(=O)c2cccc(C(F)(F)F)c2)CC1
    17	-2%
(70) COc1ccc(C(C)(C)C)cc1NC(=O)c1ccccc1-n1cnnn1
    9	-13%
(71) O=C(CN1C(=O)NC2(CCCC2)C1=O)NCCc1ccccc1
    13	19%
(72) COc1ccc(S(=O)(=O)N(C)C[C@H]2Oc3c(NC(=O)Nc4ccc5c(c4)OCO5)cccc3C(=O)N([C@H](C)CO)C[C@@H]2C)cc1
    7	12µM*
(73) C=CCC[C@H](Cc1ccc(F)cc1)C(=O)OC[C@H](Cc1c[nH]c2ccccc12)NC(=O)[C@@H](CC=C)CC(=O)N[C@@H](CO)Cc1ccccc1
    -2	?
(74) O=C(Nc1cc(S(=O)(=O)N2CCOCC2)ccc1N1CCOCC1)c1c(F)cccc1Cl
    -15	-18%
(75) O=C(COC(=O)c1ccc([N+](=O)[O-])o1)NCc1ccccc1
    -1	2%
(76) COc1cc(Cl)c(C)cc1NC(=O)c1ccccc1-n1cnnn1
    -26	0%
(77) COC(=O)[C@]1(Cc2ccccc2)N[C@H](CN(C)C(=O)NC(C)C)[C@@H]2C(=O)N(Cc3ccccc3)C(=O)[C@@H]21
    14	2%
(78) Cc1nnc(SCC(=O)NC2CCCCC2)n1N
    15	5%
(79) O=C(NCCCl)Nc1ccccc1NS(=O)(=O)c1cccs1
    -30	7%
(80) CCCc1cc(=O)[nH]c(SCC(=O)N2CCc3ccccc32)n1
    2	-20%
(81) O=C(COC(=O)c1cc(Cl)nc(Cl)c1)NC1CCCCCC1
    -17	?
(82) O=C(CN1CCN(C(=O)c2ccc(OCc3cn4ccccc4n3)cc2)CC1)Nc1cccc(F)c1
    10	?
(83) Nc1ncnc2c1ncn2[C@@H]1O[C@H](CNC(=O)[C@@H](N)Cc2ccccc2)[C@@H](O)[C@H]1O
    0	11%
(84) Cc1cccc(NC(=O)CNC(=O)COC(=O)C2CC2C)c1C (configuration not stated)
    9	-8%
(85) CCN(C[C@H]1N[C@@](Cc2ccccc2)(C(=O)OC)[C@H]2C(=O)N(Cc3ccccc3)C(=O)[C@@H]12)C(=O)c1ccccc1
    2	14%
(86) COC(=O)c1ccc(CSC2=NC[C@@H]3[C@@H]4C(=O)N(C)C(=O)[C@@H]4[C@](C)(C(=O)OC)N23)cc1
    3	14%
(87) COc1ccc(S(=O)(=O)Nc2ccc3c(c2)CC(=O)N([C@@H](C)CO)C[C@@H](C)[C@@H](CN(C)Cc2ccccc2)O3)cc1
    -11	-19%
(88) CCCCC[C@@H](O)c1cc2ccccc2c(=O)o1
    -1	?
(89) Cc1ccc(C(=O)NCC(=O)N2CCN(c3cccc(Cl)c3)CC2)s1
    0	11%
(90) C[C@H](CO)N1C[C@H](C)[C@@H](CN(C)C(=O)Nc2ccccc2)Oc2ccc(NC(=O)Cc3ccccc3)cc2C1=O
    -15	5%
(91) COc1ccc2cc(C3(C)NC(=O)N(CC(=O)N4CCCCC4)C3=O)ccc2c1 (configuration not stated)
    -1	8%
(92) CSCCC(NC(=O)c1cccc(C)c1)C(=O)NNC(=O)c1cccs1 (configuration not stated)
    10	20%
(93) Cc1ccc(S(=O)(=O)N(C)c2ccc(OCC(=O)OCc3ccc(C#N)cc3)cc2)cc1
    ?	1%
(94) Cc1ccccc1-c1cc(C(=O)NCc2ccc(OC(F)(F)F)cc2)nn1CC1CC(c2cccc([N+](=O)[O-])c2)=NO1 (configuration not stated)
    -46	?
(95) Cc1ccccc1OCC(=O)OCC(=O)NCc1ccc2c(c1)OCO2
    12	16%

# From PubChem
